A-T KAP1 phos = potential ataxia-telangiectasia treatments restoring KAP-1 phosphorylation; hit rate 0.19% among 320,000; […] A-T fibroblasts, KAP-1 phosphorylation AlphaLISA; neocarzinostatin DNA damage 30 min before lysis; Potency, µM (highest dose often 57.5 µM), for inactives: top-dose activation, most hits filed as activators; note: potency is the fitted concentration of half-maximal effect; % of control where 0% means no effect; nearly all actives have a fitted effect of over 45% in size
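hTERT-immortalized A-T patient fibroblasts ([…]), 500 cells/well in OPTI-MEM, 1% FBS, got compounds for 60 min, then NCS for 30 min at 37C. Lysates were then assayed for phospho-KAP-1 by AlphaLISA (anti-pKAP1 donor, anti-KAP1 acceptor beads), 6 hr at 25C.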
KCNH2 WT inh = inhibitors of human wildtype KCNH2 potassium channel. Q12809. U2OS, BacMam KCNH2, thallium flux FluxOr; active compounds read low. activity change, % at 1.84 µM. hit rate 0.37% among 340,000. AID 720551;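 active = maximum activity change below -70%; inconclusive = maximum activity change between -70% and -50%; inactive = maximum activity change above -50%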; note: % is set by controls: 0 for no effect and ±100 for the full control effect
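U2OS cells were transduced with wild-type KCNH2 virus (2.03 x 10^8 / mL) for 4 h at room temperature, then cultured overnight at 37 C. Thallium flux was read with FluxOr dye. Rate constants were normalized to DMSO controls.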
Giardia kill = Giardia lamblia killing. activity change, % at 7.66 µM, hits read low. hit rate 0.15% among 340,000. Giardia lamblia trophozoite viability; in the data active = activity change below about -80%; inconclusive = between about -30% and that limit;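 note: parasites exposed to compound for two days anaerobically before the ATP read; % is set by controls: 0 for no effect and ±100 for the full control effect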
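ATP-content bioluminescence gauges trophozoite survival. Cells (100/well) receive compound and incubate anaerobically for 48 hrs at 37 deg C; detection reagent follows for 15-30 min at room temperature.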
CXXC DNA block = inhibitors of human MLL CXXC domain-DNA interaction. Potency, µM (titrated, usually from 115 µM), for inactives: at the top dose activity change, negative = inhibition, usual class: inhibitors. MLL-CXXC / FITC-HOXA9 DNA fluorescence polarization. hit rate 0.037% among 290,000. Q03164; active = well fitted inhibition curve with a large enough effect in the polarisation, with a control signal flat, not every such curve was filed as active; inconclusive = small, poorly fitted or top-dose-only effect, or effect the other way, or a change in a side signal; inactive = no such curve, though single readings can be large or run the other way; the % refers to the polarisation; note: potency is the fitted concentration of half-maximal effect
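Steps: dispense CXXC domain solution (7 uM) → pin compounds or unlabeled HOX-A9 DNA control → 5 min ambient → add FLSN-HOX-A9 solution (50 nM) → spin → 30 min ambient → fluorescence polarization. Tris pH 7.5/NaCl/DTT/BSA buffer.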
Tb PFK inh = inhibitors of T. brucei phosphofructokinase | O15648 | T. brucei PFK, ADP-Glo luminescence | Potency, µM (series often up to 57.5 µM), inactives show at the highest dose activity, negative = inhibition, actives largely listed as inhibitors | hit rate 0.17% among 330,000 | AID 485367;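 note: potency is the fitted concentration of half-maximal effect; 0% = uninhibited 1x PFK enzyme wells and -100% = no-enzyme wells; nearly all actives have a fitted effect of over 60% in size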
Target sequence (O15648 whole entry, looked up): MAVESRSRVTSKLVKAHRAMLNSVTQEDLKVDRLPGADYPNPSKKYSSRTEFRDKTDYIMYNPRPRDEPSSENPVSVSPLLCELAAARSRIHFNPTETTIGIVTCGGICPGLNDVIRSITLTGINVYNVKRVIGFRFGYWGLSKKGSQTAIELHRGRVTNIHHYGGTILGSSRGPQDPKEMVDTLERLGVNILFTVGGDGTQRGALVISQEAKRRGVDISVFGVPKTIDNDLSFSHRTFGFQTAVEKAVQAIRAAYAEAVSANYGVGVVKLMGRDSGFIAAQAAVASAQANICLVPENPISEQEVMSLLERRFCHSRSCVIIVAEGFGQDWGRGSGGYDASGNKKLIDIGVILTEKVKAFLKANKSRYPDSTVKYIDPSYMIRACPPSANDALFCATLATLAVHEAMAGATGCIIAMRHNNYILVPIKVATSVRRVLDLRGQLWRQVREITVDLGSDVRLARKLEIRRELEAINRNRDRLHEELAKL
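PFK 1.25 nM, F6P 0.5 mM, ATP 0.1 mM, 0.1 M TEA pH 8.0, 5 mM MgCl2, 0.01% Tween20, 0.1% BSA; 45 min RT. ADP-Glo readout. qHTS titration up to 57 uM; curves fitted, compounds curve-classed.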
GALK inh = inhibitors of human galactokinase; P51570; Purified GALK, Kinase-Glo residual ATP luminescence; Potency, µM (top dose mostly 57.5 µM), without a hit: at the top dose activity change, negative = inhibition, hits mostly inhibitors; hit rate 0.007% among 270,000; AID 1868; note: potency is the fitted concentration of half-maximal effect; % is set by controls: 0 for no effect and ±100 for the full control effect
Target sequence (P51570 whole entry, looked up): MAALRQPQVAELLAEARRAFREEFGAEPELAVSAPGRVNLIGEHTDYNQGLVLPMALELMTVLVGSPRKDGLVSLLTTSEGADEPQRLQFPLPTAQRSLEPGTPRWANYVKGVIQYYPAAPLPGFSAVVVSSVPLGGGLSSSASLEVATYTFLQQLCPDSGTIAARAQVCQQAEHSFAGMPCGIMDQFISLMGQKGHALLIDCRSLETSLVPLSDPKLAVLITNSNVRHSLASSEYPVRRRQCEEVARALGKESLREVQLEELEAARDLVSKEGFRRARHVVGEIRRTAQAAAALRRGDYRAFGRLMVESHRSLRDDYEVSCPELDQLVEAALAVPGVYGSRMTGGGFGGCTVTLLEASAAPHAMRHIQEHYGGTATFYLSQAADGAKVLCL
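Human GALK (5 nM) with 35 uM ATP and 100 uM galactose in 20 mM HEPES pH 8.0, 5 mM MgCl2, 60 mM NaCl, 1 mM DTT, 0.01% BSA. After 1 h at room temperature, leftover ATP was read by Kinase-Glo Plus luminescence.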
FBPA coupling cs = coupling enzyme interference in Giardia aldolase counter-screen | activity change, negative = inhibition, % at 58.2 µM, hits read low | hit rate 0.67% among 290,000 | coupling enzyme system counterscreen, AmpLite Red fluorescence | AID 2472; in the data active = activity change below about -30%; note: % is set by controls: 0 for no effect and ±100 for the full control effect
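Compounds tested against the coupling enzymes alone at 57.5 uM final; readout was AmpLite Red fluorescence (525/598 nm) after 20 min at RT.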
TSHR antagonist = human thyrotropin receptor antagonism. AID 504810. activity change, negative = inhibition, % at 11.5 µM. TSHR-expressing cells, TSH-stimulated cAMP HTRF, 2 h; active compounds read low. P16473. hit rate 0.2% among 330,000;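 active = activity change below a set negative limit, meaning inhibition stronger than a set level, cut at about -70% in these data; inconclusive = activity change between two set negative limits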; note: % is set by controls: 0 for no effect and ±100 for the full control effect
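Inhibition of cAMP made by TSHR-expressing cells under TSH stimulation (4nM final, EC80; 2 h, 37 deg C) is quantified with a one-step lysis HTRF kit, anti-cAMP cryptate versus cAMP-d2.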
TCR activator = activates T cell receptor signaling. AID 504894. primary human leukocytes, anti-CD3, IL-2 HTRF, 48 h. 330,000 tested, under 10 active. Potency, µM (highest dose often 9.22 µM), for inactives: top-dose activation of IL-2 secretion, hits mostly activators; note: % of control where 0% means no effect
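Primary human leukocytes were stimulated with a-CD3 beads plus compounds for 48 hr without co-stimulation; secreted IL-2 was quantified by HTRF using a-IL-2-K (europium cryptate) and a-IL-2-d2, excited at 320nm with acceptor emission read at 665nm.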
Chronic BCR inh = inhibitors of chronic active B-cell receptor signaling | ABC-DLBCL IkBa-CBG/CBR reporter, luminescence ratio, 4 h | Potency, µM (highest dose often 46.1 µM), for inactives: at the highest dose ratio change, negative = lower green/red ratio, most hits filed as inhibitors | hit rate 0.05% among 340,000; active = well fitted inhibition curve with a large enough effect in the signal ratio, with a control signal flat, not every such curve was filed as active; inconclusive = small, poorly fitted or top-dose-only effect, or effect the other way, or a change in a side signal; the % refers to the signal ratio;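 note: potency is the fitted concentration of half-maximal effect; plate controls were basal doxycycline-induced cells for no effect and cells given 10 µM MG132 for full effect; MG132 reads +100%, hits lower the ratio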
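Cell line TMD8 (human ABC DLBCL), stably expressing tet-inducible CBG68-IkBa fusion and CBR; IMDM/0.5% FBS; cpd up to 46 uM; dox induction, 4 h, 37C/5% CO2; dual luminescence; green/red ratio; MG132 control.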
Numbers without * were called inactive; i = inactive; ? = inconclusive; nt = not tested or not shown; [ ] = dose if it differs, or a comment. Unless noted, calls come from the whole dose curve; as a rule, active = well fitted curve in the direction sought with a large enough effect; inconclusive = small, poorly fitted or top-dose-only effect, or another doubt; inactive = no such curve, though single readings can be large; an effect the other way counts as inactive or inconclusive.

SMILES,A-T KAP1 phos,KCNH2 WT inh,Giardia kill,CXXC DNA block,Tb PFK inh,GALK inh,FBPA coupling cs,TSHR antagonist,TCR activator,Chronic BCR inh
CCSc1ccccc1C(=O)N1CCN(c2ccccc2F)CC1,-1%,-24,11,1%,-4%,1%,2,1,-1%,?
CCn1c(SCC(=O)Nc2cccc(NC(=O)c3cccs3)c2)nnc1-c1ccncc1,-1%,3,-22,-6%,-4%,0%,-11,10,-1%,?
CC1CCN(C(=O)CSc2nc3ccccc3[nH]2)CC1,-5%,12,-14,2%,-1%,2%,1,14,7%,?
CCOc1cc(C2Nc3ccccc3C(=O)N2c2ccccc2)ccc1O (stereo not given),18%,-6,-12,0%,1%,3%,4,15,-1%,-1%
CCN(CC)C(=O)C1CCN(Cc2cccc(OCc3ccccc3)c2)CC1,7%,4,-1,-8%,-6%,5%,0,12,-13%,-2%
COc1ccc(OC)c(N(CC(=O)N2CCOCC2)S(C)(=O)=O)c1,-2%,1,20,-3%,3%,0%,-1,-3,-4%,4%
COc1ccc2oc(C(=O)N(C)Cc3ccc(OC(F)F)cc3)c(C)c2c1,-3%,-7,12,8%,-2%,-8%,nt,-11,-3%,-4%
CCCCNC(=O)CC1C(=O)N(Cc2ccccc2)C(C)c2nc3ccccc3n21 (stereo not given),12%,2,-5,-7%,-2%,4%,-2,?,nt,?
Cn1nccc1NS(=O)(=O)c1ccc(C(C)(C)C)cc1,-3%,2,0,0%,-1%,5%,17,2,0%,6%
O=C(NNC(=O)C1CCN(S(=O)(=O)c2ccccc2C(F)(F)F)CC1)c1ccccc1O,-8%,2,18,nt,-3%,nt,nt,2,1%,0%
COc1ccc(NC(=O)c2cc(C)on2)cc1,0%,-5,10,13%,-2%,1%,1,0,4%,-15%
CCOc1ccc(COC(=O)C2CC(=O)N(CCc3ccccc3)C2)cc1OC (stereo not given),-11%,0,1,nt,-3%,nt,nt,8,0%,-9%
CCOC(=O)C1CCCN(c2c(NCCCN(CC)c3cccc(C)c3)c(=O)c2=O)C1 (stereo not given),-2%,4,5,-7%,0%,0%,1,-14,-2%,-1%
Cc1nn(-c2ccccn2)c2c1C(c1c(F)cccc1Cl)C1=C(N2)c2ccccc2C1=O (stereo not given),-4%,nt,nt,-6%,1%,2%,-3,-2,4%[46.1 µM],?
COC(=O)c1cc(S(=O)(=O)N2c3ccccc3CC2C)c[nH]1 (stereo not given),4%,-1,8,9%,4%,9%,-1,5,0%,-3%
COc1ccccc1N1CCN(C(=O)Cc2c(C(=O)O)[nH]c3ccc(Cl)cc23)CC1,0%,7,-20,10%,-4%,3%,13,-1,6%,-4%
COc1ccc(CC(=O)Oc2ccc(F)c(F)c2)cc1S(=O)(=O)N1CCOCC1,-2%,8,-4,nt,-17%,nt,nt,22,-6%,0%
O=C(NN1CCOCC1)c1ccccc1,4%,3,8,-29%,7%,-6%,nt,38,-54%,0%
COC(=O)C1=C(SC)N(c2ccc(OC)cc2)C(c2ccccc2)CC1=O (stereo not given),-3%,8,3,10%,-8%,nt,1,0,0%[46.1 µM],3%
COC(=O)c1nc[nH]c1C(=O)OC,1%,2,5,1%,-5%,7%,1,-2,-116%,-1%
Cc1nn(C(C)(C)C)c(OC(=O)c2cccs2)c1Sc1ccccc1,-2%,9,-11,6%,-4%,0%,-1,-2,8%,-15%
CC(C)(C)C(=O)NC1CCN(CC(=O)Nc2ccc3c(c2)OCO3)CC1,-10%,-3,22,-7%,1%,1%,2,6,2%,8%
CC(NS(=O)(=O)c1ccc2ccccc2c1)c1ccccn1 (stereo not given),8%,-3,-3,nt,-2%,nt,nt,-7,-5%,0%
COc1ccc(N(C)S(=O)(=O)c2cccc(C(=O)OCC(=O)NCc3ccccc3OC)c2)cc1,nt,1,-15,?,1%,1%,1,2,7%,8%
CCOC(=O)C1C(=O)NC(c2ccccc2)=NC1c1ccc(O)c(OC)c1 (stereo not given),2%,i,15,-1%,-6%,-1%,0,0,-2%,6%
CCCc1nnc(NC(=O)CCC(=O)N2CCN(Cc3ccc(F)cc3)CC2)s1,0%,6,-4,-2%,2%,-5%,nt,11,-2%,3%
O=C(Nc1ccccc1-c1ccccc1)c1ccco1,3%,4,-14,-3%,2%,8%,1,-11,4%,-2%
COc1ccc(/C=N/NC(=O)c2ccc(-n3cnnn3)cc2)cc1,-1%,-6,-1,nt,7%,nt,nt,4,6%,?
O=C(CCn1c(=O)oc2ccccc21)Nc1nc2ccccc2s1,18%,-2,8,-6%,0%,0%,-2,-7,9%,14%
COc1ccc(OC)c2[nH]c(=O)c(CCNC(=O)COc3ccccc3)cc12,10%,-4,12,-5%,-1%,-1%,0,3,2%,-4%
COc1cc([C@@H]2C[C@H]3CN(c4ccccc4)C(=O)[C@]34CCCN24)cc(OC)c1OC,1%,-10,-5,-4%,-2%,3%,-5,2,-1%,-17%
Cc1ccc(C(=O)COc2nc(C)nc3ccccc23)cc1,-2%,0,-13,0%,-3%,13%,0,3,0%,-1%
COC(=O)c1cc2c(ccn2-c2ccc(F)cc2)n1CC(=O)N1CCN(C(=O)c2ccco2)CC1,3%,0,-12,-1%,-7%,-2%,-1,-4,-5%,?
CCOc1ccccc1NC(=O)C(c1ccccc1)N1CCN(CC(=O)N2CCOCC2)CC1 (stereo not given),10%,-3,-18,nt,0%,nt,nt,-3,-13%,?
COc1ccccc1NC(=O)Nc1c(C)nn(C)c1C,2%,3,-11,8%,-4%,-1%,1,2,8%,1%
CC[C@]1(C(=O)OC)[C@H]2C(=O)N(C)C(=O)[C@H]2[C@H]2CN=C(SCc3ccccc3)N21,5%,2,7,nt,-5%,nt,nt,-9,2%[46.1 µM],-1%
O=C1C=CC(=O)N1CCNc1ncc(C(F)(F)F)cc1Cl,-6%,i,-2,7%,21µM*,6%,5,-32,4%,?
COc1ccc(-n2c(Cc3cccn3C)nnc2SCC(=O)Nc2ccc3c(c2)OCCO3)cc1,-10%,8,41[activator],-4%,2%,2%,4,14,-11%,-20%
COc1cc(Cl)c(C)cc1NC(=O)CSc1nnc(-c2ccco2)n1CC(C)C,9%,3,7,-2%,1%,9%,-2,4,2%,?
COc1ccc(C)cc1NCc1ccc([N+](=O)[O-])cc1,-12%,14,19,4%,-4%,-4%,0,4,nt,2%
CCOC(=O)c1c(NC(=O)c2cccc([N+](=O)[O-])c2C(=O)O)sc2c1CCCC2,-5%,-4,47[activator],7%,1%,-4%,19,-6,1%,9%
COc1ccc(C)cc1NC(=O)NC(C)c1ccc2c(c1)OCO2 (stereo not given),-8%,13,-4,11%,-6%,5%,nt,-11,2%,1%
Clc1cccc(CON/C=N/c2ncnc3sccc23)c1,9%,-20,2,-5%,-10%,2%,0,-8,0%,?
O=C1NC(=O)/C(=C\c2ccc(N3CCOCC3)o2)N1,0%,-1,1,?,0%,0%,-5,1,nt,4%
CCOC(=O)C1(C)NC(c2ccco2)C2C(=O)N(c3ccc(C)cc3)C(=O)C21 (stereo not given),2%,-4,-1,5%,0%,0%,3,0,-1%[46.1 µM],3%
COc1ccc(NC(=O)CSc2nnc3ccc(-c4cccnc4)nn23)cc1OC,-1%,1,-4,nt,-2%,nt,nt,-7,1%,-11%
O=C(O)CCc1ccc(-c2cccs2)n1NC(=O)c1ccc(Cl)cc1Cl,nt,-2,0,-7%,7%,1%,2,6,-1%,5%
N#Cc1nc(-c2cccs2)oc1NCC1CCCO1 (stereo not given),-4%,-4,-17,-5%,0%,6%,1,1,0%,1%
Cc1noc(C)c1S(=O)(=O)N(Cc1ccccc1)C(C)C,-2%,-4,-4,-3%,0%,9%,-4,-9,3%,6%
CC(C)COc1cccc(C(=O)N2CCN(C(=O)c3ccco3)CC2)c1,2%,0,23,nt,-7%,nt,nt,3,10%,0%

(list continues)
SMILES,A-T KAP1 phos,KCNH2 WT inh,Giardia kill,CXXC DNA block,Tb PFK inh,GALK inh,FBPA coupling cs,TSHR antagonist,TCR activator,Chronic BCR inh
COc1ccc(S(=O)(=O)N2CCN(S(=O)(=O)c3ccc(OC)cc3)CC2)cc1,14%,nt,nt,nt,-2%,nt,nt,2,nt,12%
CCOC(=O)C1=C(SCC(=O)Nc2ccccc2)NC(=O)C(C#N)C12CCCCC2 (stereo not given),19%,-7,3,1%,0%,7%,0,13,-117%,3%
Cc1ccc(C2(C)NC(=O)N(CC(=O)NCCC3=CCCCC3)C2=O)cc1 (stereo not given),-1%,-11,-18,10%,-3%,0%,5,-3,4%,-3%
N#CCCN(CC(=O)O)S(=O)(=O)c1ccccc1,0%,8,10,5%,6%,2%,0,-5,-5%,-15%

Screens from PubChem BioAssay.
